Assay outcomes: PubChem, several laboratories
EP2 antag: blocks the human prostaglandin E2 receptor EP2; P43116; 0.52% of 260,000 active; inhibition, % at 25 µM; AID 1422; C6 glioma cells expressing human EP2, cAMP TR-FRET; cells stimulated with saturating PGE2;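 active = percent inhibition above 40 after rounding to a whole number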;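 also: rat C6 glioma host cells with rolipram phosphodiesterase inhibitor present; the protocol text gives 20 µM as final concentration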
RBBP9 inhibitor: human RBBP9 hydrolase inhibition. inhibition, % at 7.94 µM. 0.2% of 220,000 active. recombinant RBBP9, FP-Rh probe fluorescence polarization. O75884;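 active = inhibition above the campaign mean of all tested compounds plus 3 SD, cut at about 14% in these data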;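 also: plate controls were DMSO wells with RBBP9 for no effect and wells lacking RBBP9 protein for full effect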
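Controls: DMSO-treated enzyme wells and wells lacking RBBP9 | Material: RBBP9 protein | Technique: Fluorescence polarization | Replication: Single well per compound, no replicates | Buffer or medium: Tris-NaCl-Pluronic buffer, pH 8.0 | Timing: 30 min compound preincubation, 45 min probe labeling, 25 °C | Read-out basis: Percent inhibition from mP, scaled between DMSO and no-protein wells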
p97 inhibitor: blocks human p97 ATPase activity; recombinant p97 ATPase, Kinase-Glo ATP luminescence, 3 h; inhibition, % at 8 µM; 0.42% of 220,000 active; AID 1481; in the data active = inhibition above about 15%;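 also: 0% = DMSO vehicle and 100% = wells lacking enzyme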
Furin inh: human furin inhibition. purified furin, fluorogenic substrate cleavage. 0.061% of 220,000 active. AID 463115. P09958. inhibition, % at 30 µM; in the data active = inhibition above about 25%; also: inactives centre near -15
Target sequence (P09958 108-714 limits assumed): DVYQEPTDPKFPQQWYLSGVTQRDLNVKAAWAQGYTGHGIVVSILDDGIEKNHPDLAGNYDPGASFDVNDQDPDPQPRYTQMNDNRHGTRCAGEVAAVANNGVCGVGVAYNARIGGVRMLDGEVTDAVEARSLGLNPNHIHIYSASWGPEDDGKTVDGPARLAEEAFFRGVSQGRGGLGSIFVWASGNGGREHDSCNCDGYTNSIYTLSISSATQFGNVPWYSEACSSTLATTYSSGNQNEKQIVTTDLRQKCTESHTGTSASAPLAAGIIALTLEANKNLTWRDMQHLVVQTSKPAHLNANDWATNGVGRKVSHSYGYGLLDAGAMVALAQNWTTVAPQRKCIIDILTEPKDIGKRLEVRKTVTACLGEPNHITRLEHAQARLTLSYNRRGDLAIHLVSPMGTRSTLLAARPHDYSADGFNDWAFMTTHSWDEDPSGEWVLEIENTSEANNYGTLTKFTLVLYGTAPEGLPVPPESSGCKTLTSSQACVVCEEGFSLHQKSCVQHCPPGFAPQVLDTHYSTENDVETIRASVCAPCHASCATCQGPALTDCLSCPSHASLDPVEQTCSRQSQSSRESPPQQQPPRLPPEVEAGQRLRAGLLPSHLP
TbHK1 inh: T. brucei hexokinase 1 inhibition; recombinant TbHK1, G6PDH-coupled NADH A340; 0.11% of 220,000 active; inhibition, % at 10 µM;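 active = inhibition of 50% or more in the single-dose primary screen; inactive = inhibition below 50%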
PPC-1+TRAIL kill: PPC-1 cancer cell killing with TRAIL present. PPC-1 cells + TRAIL, ATPLite viability luminescence. cell killing (% activity), % at 4 µM. 0.41% of 220,000 active. AID 1443;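 active = cell killing above 50% in the first pass at 4 µM, then a duplicate retest at 5 µM averaging 50% or more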;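 also: plate controls were cells with TRAIL plus DMSO for no effect and medium-only wells lacking cells for full effect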
BaF3 tox: reduces parental Ba/F3 cell viability, JAK2V617F counter-screen; CellTiter-Glo ATP luminescence; inhibition, % at 5.6 µM; 1.1% of 220,000 active; AID 1486;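 active = inhibition above a per-campaign cutoff, the mean inhibition of all tested compounds plus 3 SD, cut at about 27% in these data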;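 also: 0% = DMSO wells and 100% = JAK Inhibitor I control wells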
p47phox inh: p47phox (human) inhibition | P14598 | p47phox/p22phox peptide binding, fluorescence polarization, 2 h | inhibition, % at 24.7 µM | 0.53% of 220,000 active | AID 1274;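 active = inhibition above about 30%, limit read from the data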;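 also: 0% = p47phox with labelled peptide and 100% = labelled peptide alone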
Target sequence (P14598 whole entry, looked up): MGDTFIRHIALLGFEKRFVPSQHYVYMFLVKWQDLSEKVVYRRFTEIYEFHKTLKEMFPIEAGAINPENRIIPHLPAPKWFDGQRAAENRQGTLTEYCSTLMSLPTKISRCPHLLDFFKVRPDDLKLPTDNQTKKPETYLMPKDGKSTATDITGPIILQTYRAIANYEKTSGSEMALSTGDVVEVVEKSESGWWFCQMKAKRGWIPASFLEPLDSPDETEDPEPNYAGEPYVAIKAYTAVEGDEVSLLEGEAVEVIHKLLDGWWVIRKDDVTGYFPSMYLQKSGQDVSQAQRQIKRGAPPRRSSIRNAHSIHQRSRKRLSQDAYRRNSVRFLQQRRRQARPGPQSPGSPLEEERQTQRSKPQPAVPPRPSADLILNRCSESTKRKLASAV
Ba/F3 V617F tox: loss of viability in JAK2V617F-driven Ba/F3 cells; Ba/F3 EpoR-JAK2V617F viability, ATP luminescence; 1.1% of 220,000 active; inhibition, % at 5.6 µM;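 active = inhibition above the campaign mean plus 3 SD over all tested compounds, cut at about 24% in these data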;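 also: cytokine-independent growth of Ba/F3 cells driven by EpoR plus mutant JAK2; 0% = DMSO-treated cells and 100% = JAK inhibitor I control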
Starred values were filed as active, the others as inactive; . = not tested or not shown; & = joins results of further samples; [ ] = another dose, or the depositor's remark. Some of the compounds tested. The share of hits here may be higher or lower than overall.

SMILES	EP2 antag	RBBP9 inhibitor	p97 inhibitor	Furin inh	TbHK1 inh	PPC-1+TRAIL kill	BaF3 tox	p47phox inh	Ba/F3 V617F tox
Cc1nc2ccc(NC(=O)Cc3ccccc3F)cc2s1	8.5	4.1	-3.0	-22.2	0.0	34.3	10.1	-6.8	5.8
CCc1cc2c(SCC(=O)N(CC)c3c(N)n(Cc4ccccc4)c(=O)[nH]c3=O)ncnc2s1	9.0	-3.6	-2.1	-2.5	3.0	17.1	11.5	-6.4	7.7
COc1ccc(N(CC(=O)NCCC2=CCCCC2)S(=O)(=O)c2ccccc2F)cc1	3.7	3.5	-3.3	-19.1	-1.0	-0.5	-5.0	-17.6	2.4
COC(=O)C1=C(C(=O)OC)SC2(S1)C(C(=O)OC)=C(C(=O)OC)SC1=C2c2cc(C)cc(C)c2NC1(C)C	8.5	-1.6	-1.3	-10.3[20 µM]	-11.7	-11.9	-0.9	-18.2	-1.9
COc1ccccc1N1CCN(CC(O)COCCOc2ccc(Br)cc2)CC1 (stereo unspecified)	3.7	-3.2	-4.9	-9.3	1.1	-6.0	9.7	-7.8	2.6
N#Cc1ccc(N2C(=O)[C@@H]3C(C(=O)c4ccc5ccccc5n4)=NN[C@@H]3C2=O)cc1	2.1	-5.5	3.6	7.0	-25.3	23.4	0.1	-15.0	-3.5
COc1cccc(CNC(=O)C(c2ccc(Cl)cc2)C(C)C)c1 (stereo unspecified)	7.0	-2.1	0.7	-3.1	21.3	16.7	10.8	-11.9	2.8
OCCNCCCOc1ccc(Cl)cc1Br	3.9	-3.8	-0.7	-15.6	3.0	11.6	7.6	-2.5	2.2
O=C(c1ccco1)N1CCN(C(c2ccc(F)cc2)c2nnnn2CC2CCCO2)CC1 (stereo unspecified)	11.4	2.7	6.0	-17.6	13.4	15.3	2.8	-9.6	-3.7
O=C(N/N=C/c1c[nH]c2ccc(Br)cc12)c1ccccn1	7.0	-3.0	6.5	-25.1	-17.5	21.2	10.6	-19.3	-0.8
COc1ccc(CNC(=O)CCSCc2ccc(C)cc2)cc1	6.5	4.0	2.6	-22.4	0.1	-15.2	3.5	-3.0	-3.2
CS(=O)(=O)N1CCN(C(=O)c2ccc(Cl)s2)CC1	7.6	1.2	2.4	-24.2	-1.6	11.9	3.8	-12.4	-2.4
CCC1CCCCN1C(=O)COC(=O)c1cc(Br)ccc1Cl (stereo unspecified)	4.7	-3.1	0.7	-11.5	-0.5	-3.8	1.8	-33.9	-1.2
O=C(Nc1ccc(O)c2c(=O)cc(-c3ccccc3Cl)oc12)c1ccc(Cl)cc1Cl	6.4	.	.	-27.9	-11.3	-11.6	.	7.1	.
COc1cc(Cl)c(C)cc1NC(=O)CSc1ccc(NC(C)=O)cc1	5.9	-3.6	-1.1	-10.9	0.4	1.4	6.8	-9.5	1.2
O=C(c1cnn2c(C(F)(F)F)cc(-c3cccs3)nc12)N1CCCC1	8.6	-3.9	-3.0	-4.6	-33.9	15.7	-0.3	2.1	7.5
Cc1onc(-c2ccccc2)c1CNS(=O)(=O)c1cccc(Br)c1	14.3	12.6	7.9	-15.0	-4.8	-2.4	-0.8	21.2	-3.3
COc1ccc(CCN(Cc2cc3ccc(C)cc3[nH]c2=O)C(C)=O)cc1OC	4.2	-7.2	2.4	-19.2	-31.8	0.2	-3.2	-8.5	-2.3
CC(C)n1nnnc1C(c1ccc(F)cc1)N1CCN(C2CCCC2)CC1 (stereo unspecified)	12.2&18.5	2.1	2.6	-11.6	-3.6	4.7	5.1	0.1	0.4
O=C(NC1CCCC1)C1c2ccccc2C(=O)N1CCCN1CCOCC1 (stereo unspecified)	4.6	-5.7	7.8	-17.9	-0.1	-1.9	8.1	0.8	0.8
CC(C)C(=O)N1N=C(c2ccc(NS(C)(=O)=O)cc2)CC1c1cccs1 (stereo unspecified)	6.1	-4.8	1.2	-19.7	-20.9	16.5	-0.7	-12.9	-1.1
O=[N+]([O-])c1cc(/C=N/n2c(-c3ccncc3)n[nH]c2=S)ccc1Cl	4.7	-5.8	9.0	-32.2	-6.3	-0.3	9.0	-4.8	-1.7
O=C(Cn1cnc2cc([N+](=O)[O-])ccc2c1=O)NC1CCS(=O)(=O)C1 (stereo unspecified)	5.3	3.4	7.7	-18.8	-14.0	36.2	1.9	-5.3	-5.3
CCc1nnc2n1N=C(c1ccc(-c3ccc(Cl)cc3Cl)o1)CS2	.	-0.2	5.3	-11.8[20 µM]	-13.1	.	0.8	.	1.0
O=C(CN1CCCCC1)N1c2ccccc2CCc2ccccc21	19.5	-4.7	0.5	-13.1[20 µM]	-5.8	18.7	4.8	-12.2	1.4
Cn1c(SCC(=O)CC(=O)Nc2ccccc2)nnc1-c1ccc(O)cc1	9.0	-4.5	2.6	-18.3[20 µM]	4.7	16.1	1.1	-1.9	-2.2
O=C(COC(=O)c1ccccc1NS(=O)(=O)c1cc([N+](=O)[O-])ccc1Cl)c1ccccc1	5.1	-7.6	4.1	-23.1	33.8	-10.5	5.7	-0.3	-0.2
O=S(=O)(NC1c2cccc3cccc(c23)C1N1CCNCC1)c1ccc(Cl)cc1 (stereo unspecified)	6.5	5.6	4.6	-12.7	5.2	11.2	10.9	-10.8	5.7
Cc1nnc(C)n1/N=C/c1cc2ccccc2nc1Cl	5.5	-8.2	-1.6	-10.7	-9.0	-12.0	3.5	-2.2	3.1
CN1CCc2c(sc3c2C(=O)NC(c2cccs2)N3)C1 (stereo unspecified)	20.7	1.3	4.1	-13.2	-14.7	-6.0	-0.9	4.3	-4.2
CN1CCN(c2nnc(-c3cccs3)c3ccccc23)CC1	6.2	0.1	0.4	-11.1	-18.8	26.6	3.9	2.8	0.4
CCOC(=O)c1nnn(-c2nonc2N)c1CSc1ccccn1	6.2	-4.1	1.5	-29.3	-2.4	1.4	1.9	-6.6	-1.4
COC(=O)C1=C(O)/C(=C\c2cc(C)n(-c3ccccc3F)c2C)N=C1C	8.3	1.2	5.2	-23.9	-8.7	.	-2.9	-109.7	-5.2
CCN(CC)c1ccc(/C=N/OC(C)C(=O)Nc2ccc(C)cc2)cc1 (stereo unspecified)	11.2	0.4	-2.7	-12.8	-16.2	34.9	4.8	-78.8	-0.9
O=C(NC1CCCCC1)NC1CC2CCC(C1)N2C(=O)NC1CCCCC1 (stereo unspecified)	2.9	3.7	1.6	-19.9	5.2	4.4	-0.1	0.6	-1.5
COc1ccccc1N1C(=O)C2C3C=CC(C3)C2C1=O (stereo unspecified)	1.5	-0.2	4.6	-9.4	-4.1	2.3	-0.4	-4.2	-1.1
CCOC(=O)N1N=C(c2ccc(OC)cc2)CC1(O)C(F)(F)F (stereo unspecified)	9.1&9.5	-18.0	-2.4	-13.9	-2.4	30.0	1.6	-12.7	-2.9
COc1cc(C2c3sc(=O)[nH]c3SC3C4CCC(C4)C23)ccc1O (stereo unspecified)	6.2	-8.5	4.5	-11.1	10.8	0.2	3.0	-10.8	-0.8
CC(C)c1nc(SCC(=O)Nc2cccc(S(N)(=O)=O)c2)n[nH]1	15.4	-6.9	-0.5	-13.2[20 µM]	5.0	9.8	3.2	-7.4	-1.5
O=C(Nc1ccc(-c2nc3cccnc3s2)cc1)c1cccnc1Cl	15.4	-8.1	-4.7	-1.5	-34.0	17.1	-2.0	-6.2	3.6
CCCN(Cc1cc2ccc(C)cc2[nH]c1=O)C(=O)c1cccnc1	8.2	2.7	5.4	-0.8[20 µM]	-17.1	-0.1	10.2	-11.7	3.1
Cc1ccc(NC(=O)CSc2nc(N)c(-c3ccccc3)c(=O)[nH]2)cc1Cl	2.3	-5.0	3.5	-39.6	-12.8	-12.3	10.2	.	2.2
C=CCNc1nc(Cl)nc(Nc2ccc(OC)cc2OC)n1	11.2	0.2	0.1	-29.2	-4.6	16.2	3.9	-13.8	-4.8
Cc1ccc(S(=O)(=O)N2CCN(c3nc(C)nc4sc(C)c(C)c34)CC2)cc1	6.1	1.2	7.7	17.6[20 µM]	2.4	2.2	3.8	-9.7	-5.3
CN(C)S(=O)(=O)Oc1ccccc1C(=O)Nc1ccc(F)cc1F	5.5	1.6	2.6	-11.9	-4.1	26.5	0.1	-7.7	-3.0
CCc1ccc(OCC(=O)N2CCN(c3ccccc3F)CC2)cc1	4.5	-8.4	-2.3	-13.0	-1.4	0.1	7.8	-9.7	4.1
CN(C)c1ccc(C=NCCC2(O)CCOC(C)(C)C2)cc1 (stereo unspecified)	11.7	-11.8	-3.7	-20.4[20 µM]	-36.8	33.5	3.5	-2.5	2.9
Cc1ccc(S(=O)(=O)Nc2n[nH]nc2C(=O)NC2CCCCC2)cc1	5.7	-3.0	1.3	-22.5	-3.0	22.3	7.7	1.6	4.2
COc1ccc(CCN2C(=O)C3C4CC(C5C(C(=O)N/N=C\c6ccc(Cl)cc6)=NOC45)C3C2=O)cc1OC (stereo unspecified)	9.4	-2.6	3.0	-20.9[20 µM]	-27.3	7.9	5.4	-2.1	-1.7
COc1cc(NC(=O)c2ccc(Br)o2)c(C(=O)O)cc1OC	14.1	-5.2	1.4	-4.0[20 µM]	-19.7	7.2	5.0	-15.1	-2.3
Nc1c(C(=O)O)sc2nc(-c3ccccc3)c3c(c12)CCCC3	8.5	-9.9	4.3	-17.1	-8.4	9.7	0.4	-24.0	-2.5
CN1CCN(C(=O)c2cc(Cl)cc(Cl)c2NC(=O)c2ccco2)CC1	1.7	-1.1	2.0	-12.4	-6.0	6.7	0.7	1.9	-2.5
CCOc1cccc(C(=O)NC(=S)Nc2ccc3c(c2)OCCO3)c1	7.0	-6.1	-1.6	8.0	-2.7	14.0	6.5	-3.3	3.6
O=C(Nc1ccc(F)cc1)N1CCN(c2ccc3nnc(-c4ccc(F)cc4)n3n2)CC1	11.7	-5.1	2.9	-6.2	-24.0	33.6	12.1	-2.5	1.1
CCOC(=O)c1ccc(NS(=O)(=O)c2cccc3nsnc23)cc1	10.2	-2.1	4.2	-26.5[20 µM]	-2.0	25.4	2.0	-10.0	-3.2
CCOc1ccc(-n2cc(C(=O)NCc3ccco3)c3cc(OC)c(OC)cc3c2=O)cc1	24.6	0.9	-8.9	-6.2	46.8	-5.2	3.1	1.7	1.4
CCOC(=O)C(CCCCCCC(NC(C)=O)(C(=O)OCC)C(=O)OCC)(NC(C)=O)C(=O)OCC	7.0	2.6	-1.0	-7.4	-13.2	16.4	-0.3	-10.7	1.7
COC(=O)c1sc2ncccc2c1OCc1ccc(Cl)cc1Cl	3.8	5.1	4.7	-15.3	-5.2	25.8	-2.0	-4.9	-5.0

Reformatted bar-delimited: three of the compounds above.
SMILES | EP2 antag | RBBP9 inhibitor | p97 inhibitor | Furin inh | TbHK1 inh | PPC-1+TRAIL kill | BaF3 tox | p47phox inh | Ba/F3 V617F tox
CN1CCc2c(sc3c2C(=O)NC(c2cccs2)N3)C1 (stereo unspecified) | 20.7 | 1.3 | 4.1 | -13.2 | -14.7 | -6.0 | -0.9 | 4.3 | -4.2
CN1CCN(c2nnc(-c3cccs3)c3ccccc23)CC1 | 6.2 | 0.1 | 0.4 | -11.1 | -18.8 | 26.6 | 3.9 | 2.8 | 0.4
CCOC(=O)c1nnn(-c2nonc2N)c1CSc1ccccn1 | 6.2 | -4.1 | 1.5 | -29.3 | -2.4 | 1.4 | 1.9 | -6.6 | -1.4
